Source: PubChem
Runt-SMMHC FRET: inhibitors of human RUNX1 Runt domain binding to CBFb-SMMHC. Cerulean-Runt/Venus-CBFb-SMMHC FRET ratio 530/480, 1 h. AID 1434. Q01196+Q13951. hit rate 0.74% among 220,000. inhibition, % at 20 µM;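 active = mean inhibition across duplicate retests at 20 µM reaching about 50%, limit read from the data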;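 note: 0% = DMSO wells and 100% = wells with excess untagged CBFb-SMMHC; inhibitors lower the FRET ratio by blocking Runt binding to CBFb-SMMHC; some results filed as inactive read as strong as hits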
Runt-CBFb FRET: blocks binding of human RUNX1 Runt domain to CBFb. Q01196+Q13951. Cerulean-Runt/Venus-CBFb FRET ratio 530/480, 1 h. inhibition, % at 20 µM. hit rate 0.46% among 220,000. AID 1496;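 active = inhibition over about 50% at 20 µM in the single-dose screen, limit read from the data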;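 note: 0% = DMSO wells and 100% = excess unlabeled CBFb competitor control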
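Assay system: Cerulean-Runt domain / Medium: Tris 50 mM pH 7.5, KCl, K2SO4, 0.01% BSA / Timing: protein complex preformed 1 h, compound exposure 1 h, room temperature, dark / Measured by: FRET, excitation 422 nm, emission at 530 and 480 nm / Evaluation: loss of energy transfer signal / Control set: 5 µM unlabeled CBFb as full-inhibition high control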
Hck Nef HTS: human Hck-Nef kinase inhibition. P08631. Recombinant Hck-YEEI plus Nef, Z-Lyte FRET kinase assay. inhibition, % at 20 µM. hit rate 0.68% among 220,000. AID 463187;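 active = Hck-Nef kinase inhibition above about 50%, limit read from the data; inactive = inhibition below that limit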;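 note: 0% = DMSO with Hck plus Nef and 100% = Hck alone without Nef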
EP2 modulator: modulators of human EP2 prostaglandin E2 receptor; P43116; EP2-expressing cells, cAMP HTRF FRET, PGE2 co-stimulation; induction, % at 25 µM; hit rate 0.83% among 260,000;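 active = compounds whose cAMP rise, as percent of the full-agonist control response, exceeds 60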;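 note: rat C6 glioma line stably carrying human EP2 under a CMV promoter; the protocol text gives 20 µM as final concentration; 100% = response of wells given 1 µM PGE2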
TNF necrop inh: TNF-alpha cell death inhibition in Jurkat FADD-/- cells; hit rate 0.068% among 220,000; activation (protection from cell death), % at 10 µM; Jurkat FADD-/- TNF necroptosis rescue, ATP luminescence, 24 h; 0 = TNF only, 100 = no-TNF cells;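 active = activation, meaning protection from cell death, of at least 50% relative to plate controls; inactive = activation below 50%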;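 note: necroptosis triggered by 40 ng/mL TNF-alpha added together with compound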
PERK inhibitor: blocks human PERK kinase; Q9NZJ5; CHO PERK-DD fusion, SEAP luminescence translation reporter; inhibition, % at 5.6 µM; hit rate 0.17% among 220,000; AID 1416;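 active = inhibition above the mean inhibition of all tested compounds plus 3 SD, set separately per screening campaign, cut at about 2.9% in these data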;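 note: PERK kinase domain activated by AP20187 dimerizer at 100 nM; 0% = DMSO with dimerizer and 100% = rapamycin at 8.4 µM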
Target sequence (Q9NZJ5 whole entry, looked up, the tested form may be a part): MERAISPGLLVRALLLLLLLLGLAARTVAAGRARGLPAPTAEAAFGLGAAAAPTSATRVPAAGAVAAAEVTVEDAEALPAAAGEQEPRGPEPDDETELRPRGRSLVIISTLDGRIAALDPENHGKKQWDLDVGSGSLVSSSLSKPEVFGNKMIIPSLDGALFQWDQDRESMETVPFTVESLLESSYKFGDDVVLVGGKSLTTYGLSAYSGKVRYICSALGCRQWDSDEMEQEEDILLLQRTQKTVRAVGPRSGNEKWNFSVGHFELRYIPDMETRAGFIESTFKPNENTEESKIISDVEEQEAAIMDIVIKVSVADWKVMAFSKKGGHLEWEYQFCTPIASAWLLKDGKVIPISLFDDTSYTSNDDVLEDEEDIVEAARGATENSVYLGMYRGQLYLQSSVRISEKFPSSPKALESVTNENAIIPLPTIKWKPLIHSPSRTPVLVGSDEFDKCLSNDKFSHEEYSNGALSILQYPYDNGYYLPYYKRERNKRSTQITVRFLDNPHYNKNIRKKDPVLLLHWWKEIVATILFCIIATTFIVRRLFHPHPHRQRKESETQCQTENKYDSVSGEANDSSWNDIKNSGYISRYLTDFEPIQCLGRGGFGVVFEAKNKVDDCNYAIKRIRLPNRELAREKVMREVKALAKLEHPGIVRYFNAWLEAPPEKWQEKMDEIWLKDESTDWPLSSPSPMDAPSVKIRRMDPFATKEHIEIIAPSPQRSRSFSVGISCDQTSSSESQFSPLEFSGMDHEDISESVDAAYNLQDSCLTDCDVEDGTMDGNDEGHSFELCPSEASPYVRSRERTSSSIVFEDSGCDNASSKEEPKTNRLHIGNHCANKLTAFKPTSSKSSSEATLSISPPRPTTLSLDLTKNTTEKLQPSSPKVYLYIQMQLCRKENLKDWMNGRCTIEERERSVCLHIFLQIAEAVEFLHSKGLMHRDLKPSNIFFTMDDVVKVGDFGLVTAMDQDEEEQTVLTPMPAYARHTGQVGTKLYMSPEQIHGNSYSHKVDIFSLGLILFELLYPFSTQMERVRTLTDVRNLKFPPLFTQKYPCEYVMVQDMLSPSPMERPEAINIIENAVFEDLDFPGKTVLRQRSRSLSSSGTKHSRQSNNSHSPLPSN
PGE2 EP2 inh: EP2 receptor (human) inhibition; P43116; C6 glioma cells expressing human EP2, cAMP TR-FRET; cells stimulated with saturating PGE2; inhibition, % at 25 µM; hit rate 0.52% among 260,000; AID 1422;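 active = percent inhibition above 40 after rounding to a whole number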;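 note: rat C6 glioma host cells with rolipram phosphodiesterase inhibitor present; the protocol text gives 20 µM as final concentration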
L929 necroptosis: L929 zVAD cell death inhibition; L929 zVAD necroptosis rescue, ATP luminescence, 24 h; with zVAD 60 µM; viability rescue, % at 10 µM; hit rate 0.38% among 220,000; AID 1377;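 active = activation, scaled between plate controls, above about 75%, limit read from the data; inactive = activation under that limit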;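 note: 0% = zVAD with DMSO and 100% = DMSO alone without zVAD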
RBBP9 inhibitor: human RBBP9 hydrolase inhibition. O75884. recombinant RBBP9, FP-Rh probe fluorescence polarization. inhibition, % at 7.94 µM. hit rate 0.2% among 220,000. AID 1515;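 active = inhibition above the campaign mean of all tested compounds plus 3 SD, cut at about 14% in these data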;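 note: plate controls were DMSO wells with RBBP9 for no effect and wells lacking RBBP9 protein for full effect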
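System: RBBP9 protein / Buffer or medium: Tris/NaCl buffer pH 8.0 with 0.1% Pluronic / Probe or stimulus: Serine-hydrolase probe FP-Rh, 375 nM pre-mixing / Dosing: 7.94 µM single dose, 0.794% DMSO / Times: enzyme-compound preincubation 30 min, then probe labeling 45 min, 25 °C / Technique: fluorescence polarization (mP), excitation 525 nm, emission 598 nm / Replication: singlicate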
* marks the source's active call; other numbers are inactive results; · = not tested or not shown; & = joins results of further samples. This is a subset; rates above refer to the full screens.

SMILES | Runt-SMMHC FRET | Runt-CBFb FRET | Hck Nef HTS | EP2 modulator | TNF necrop inh | PERK inhibitor | PGE2 EP2 inh | L929 necroptosis | RBBP9 inhibitor
CCCNCc1cc(OCC)c(OCC(=O)Nc2ccccc2)cc1Br | -2 | 0 | 29 | -66 | 2.4 | -0.3 | 5 | 0.6 | -8
CC1(C)Nc2ccccc2N(CC(=O)N2CCCCC2)C1=O | 0 | 2 | -2 | 20 | -2.9 | -0.4 | 11 | -0.5 | -7
COc1ccc(NC(=S)Nc2cccc(Cl)c2Cl)cc1OC | -1 | 12 | 12 | -55 | 0.7 | 0.3 | 17 | 4.0 | -5
COC(=O)c1c(O)cc(=O)n2c1CCCCC2 | 0 | 1 | -11 | 7 | 1.0 | 0.6 | 3 | 1.6 | 0
C/C(CC(=O)NC12CC3CC(CC(C3)C1)C2)=N\NC(=O)c1ccc(C)cc1 | 1 | 0 | 13 | 20 | 0.2 | 0.7 | 12 | 15 | -3
CSc1ccc(NC(=O)c2cccnc2)cc1C#N | 2 | -1 | -4 | -23 | -0.1 | 0.3 | 18 | 0.9 | -4
CCN(c1ccccc1)S(=O)(=O)c1ccc(NCC2COc3ccccc3O2)nc1 (stereo unspecified) | -3 | 4 | 2 | -29 | 1.5 | 0.7 | 5 | 7.0 | -12
O=C(COC(=O)CCc1ccc(S(=O)(=O)N2CCOCC2)cc1)NCc1ccc(Cl)cc1 | -3 | -1 | -18 | -2 | 1.0 | 0.6 | 9 | 0.5 | 3
CCc1ccc(NC(=O)CSc2nc(NS(=O)(=O)c3ccccc3)cc(=O)[nH]2)cc1 | · | · | 16 | 36 | 1.4 | 0.7 | 13 | 8.3 | -1
CC(C)(C)c1ccc(-c2nc(C#N)c(NCc3ccncc3)o2)cc1 | -13 | -11 | 1 | -6 | -4.7 | 0.1 | 2 | 2.6 | 2

Next section, overlapping the part above by 2 compounds.
SMILES | Runt-SMMHC FRET | Runt-CBFb FRET | Hck Nef HTS | EP2 modulator | TNF necrop inh | PERK inhibitor | PGE2 EP2 inh | L929 necroptosis | RBBP9 inhibitor
CCc1ccc(NC(=O)CSc2nc(NS(=O)(=O)c3ccccc3)cc(=O)[nH]2)cc1 | · | · | 16 | 36 | 1.4 | 0.7 | 13 | 8.3 | -1
CC(C)(C)c1ccc(-c2nc(C#N)c(NCc3ccncc3)o2)cc1 | -13 | -11 | 1 | -6 | -4.7 | 0.1 | 2 | 2.6 | 2
O=C(COC(=O)c1ccccc1C(=O)c1ccccc1)Nc1ccc(SC(F)F)cc1 | 2 | -1 | 2 | 36 | 2.4 | 0.7 | 2 | 2.0 | -19
COCCN(Cc1cc2cc(C)c(C)cc2nc1Cl)C(=O)N1CCOCC1 | 1 | -2 | 18 | -17 | 2.7 | 0.2 | 6 | 2.1 | -1
C/C(CCC1CC(C)OC1=O)=N\NC(N)=S (stereo unspecified) | -1 | -1 | -3 | 4 | 0.2 | -0.3 | 8 | 0.2 | 1
CCn1c(CNC(=O)c2ccco2)nnc1SCC(=O)Nc1cc(C(F)(F)F)ccc1Cl | 1 | -4 | 1 | 8 | 0.9 | -0.9 | 7 | -0.2 | -8
O=C(O)C1C(=O)NCC1c1ccccc1 (stereo unspecified) | 1 | -1 | 15 | 15 | -0.6 | -0.3 | 6 | 0.8 | -3
O=C(Nc1c(C(=O)Nc2cccc3ccccc23)cnn1-c1ccccc1)c1ccco1 | -7 | -3 | 6 | 17 | -1.5 | -0.7 | 1 | 0.3 | -10
Cc1cc(C)c(S(=O)(=O)N2CCOC2CNC(=O)C(=O)NCc2cccnc2)c(C)c1 (stereo unspecified) | 2 | -1 | -1 | 22 | -0.9 | -0.1 | 13 | · | -1
CCOc1ccc(-c2nc(N)ncc2Oc2ccc(OC)cc2)c(O)c1 | 0 | -3 | 8 | -43 | -6.9 | 0.6 | 8 | 2.3 | -12
Cc1cc(SCc2cc(=O)n3ccsc3n2)nc2ccccc12 | -7 | 0 | 4 | 0 | 0.7 | -0.8 | 2 | 1.0 | 3
O=c1[nH]c(CN2CCN(c3ccccc3)CC2)nc2scc(-c3ccccc3)c12 | -4 | -2 | 6 | -31 | -2.6 | 1.2 | 6 | 0.7 | -4
O=C(c1ccccc1)N1CCC(c2nc3c(nnn3Cc3ccco3)c(=O)[nH]2)CC1 | -1 | 0 | 0 | -6 | -0.3 | 0.9 | 5 | 1.9 | -3
CCOC(=O)c1sc(Nc2nc(C)cc(C)n2)nc1C | -4 | 0 | 12 | -17 | -11 | 0.2 | 6 | 1.0 | 4
CC(C)CCn1nnnc1C(c1ccccc1F)N1CCC(C(N)=O)CC1 (stereo unspecified) | -5 | -1 | -6 | 32 | -0.1 | -0.3 | 8 | -0.4 | -4
COc1ccc(CC(=O)Nc2ncc([N+](=O)[O-])s2)cc1OC | 3 | 6 | 23 | -49&17 | 1.4 | -0.4 | 6&10 | 5.2 | -8
O=C(Nc1cc(S(=O)(=O)N2CCCC2)ccc1OCC(F)(F)F)c1ccccc1F | 2 | -2 | 3 | 37 | 2.3 | 0.4 | 4 | · | -9
C=CCN1N=C(c2ccc(Cl)s2)CSC1=O | 1 | -2 | -1 | 8 | -3.6 | -0.2 | 5 | 0.4 | -2
CCCCC(=O)Nc1cccc(NC(=O)c2ccc(Br)cc2)c1 | -1 | 0 | -1 | 29 | -1.2 | -0.2 | 6 | 0.2 | -7
O=c1[nH]c(SCc2ccccc2Cl)nc2c1CCCC2 | -6 | 0 | 1 | 35 | -1.0 | 0.1 | 9 | 0.2 | 3
CCCc1cc(=O)n(-c2nc3ccccc3s2)[nH]1 | 0 | 1 | 20 | 5 | 0.7 | -0.1 | 11 | 0.4 | 4
Cn1c(CNC(=O)c2ccccc2F)nnc1SCc1ccc(Cl)cc1 | -2 | 0 | 8 | -26 | 0.9 | 1.1 | 2 | -0.1 | 7
C=CCOc1ccc(NC(=O)C2CC(=O)N(C(C)C)C2)cc1 (stereo unspecified) | -7 | 1 | 0 | 5&0 | -12 | -0.5 | 5&7 | -0.2 | -11
CC(C)N1CCN(Cc2ccc(C#CC(C)(C)O)s2)CC1CCO (stereo unspecified) | -3 | 1 | 5 | 12 | 0.3 | 2.2 | 4 | 0.1 | 2
CC(=O)Nc1nc(-c2cccs2)cs1 | -2 | 3 | 1 | -36 | -0.7 | 0.5 | 12 | 0.3 | -7
O=C(CN1C(=O)COCC1=O)N1CCOCC1 | -1 | 1 | 0 | 10 | -1.6 | 0.8 | 8 | -0.1 | -7
CC(C)(C)NC(=O)CN(Cc1cccnc1)C(=O)c1csnn1 | -3 | 5 | 0 | 27 | 0.6 | 1.1 | 7 | -0.1 | -5
CCN1CCN(CCNC(=O)c2ccc(/C=C3/Sc4ccccc4N(Cc4cccc(Cl)c4)C3=O)cc2)CC1 | 33 | 16 | -138 | -22 | -11 | 1.2 | 1 | 8.6 | -14
O=C(CCN1C(=O)c2ccccc2C1=O)NC(=S)Nc1ccccc1Cl | -6 | 2 | -8 | -11 | -0.1 | -0.4 | 4 | · | -15
O=C(NCCCN1CCCCCC1)C1CC(=O)N(CCc2ccccc2)C1 (stereo unspecified) | 0 | 1 | 1 | 27 | 0.6 | 0.9 | 19 | 0.5 | -5
CSC(SC)=C(C(C)=O)C(=O)c1ccc(C)cc1 | -3 | -4 | 6 | 44 | 1.6 | 0.9 | 10 | 0.4 | -8
O=S(=O)(c1ccc(F)cc1)N1CCC(N2CCCC2)CC1 | -2 | 0 | -1 | -4 | -0.8 | 0.8 | 12 | 0.5 | -1
CCOc1ccc(S(=O)(=O)Nc2ccncc2)c(C)c1C | -4 | 1 | 29 | -26 | -1.3 | 0.8 | 3 | 1.1 | -2
CC1C/C(=C/c2ccccn2)C(=O)/C(=C/c2ccccn2)C1 (stereo unspecified) | 0 | 2 | 22 | -82 | -15 | 0.1 | 7 | 32 | -4
O=C(CSc1nnc(CCCOc2ccc(Cl)cc2Cl)o1)Nc1ccc(C(=O)O)cc1 | -3 | -3 | 4 | 5 | 0.7 | 1.3 | 11 | -0.1 | 1
CN(C)c1ccc(C(=S)N2CCOCC2)cc1 | 6 | 4 | 8 | 7 | 2.0 | 0.1 | 9 | -0.3 | -11
CN(C)CCCNC(=S)N(Cc1cccs1)Cc1cc2cc3c(cc2[nH]c1=O)OCCO3 | -4 | 8 | 25 | -57 | -5.6 | 0.1 | 4 | 2.9 | -6
CC(C)=CCCC(C)CN(C)CCc1ccccn1 (stereo unspecified) | 2 | 0 | -4 | 2 | 2.1 | -0.3 | 3 | -0.9 | -4
CCOC(=O)C1(Cc2cccc(OC)c2)CCCN(S(=O)(=O)c2cccnc2)C1 (stereo unspecified) | 3 | -1 | 17 | 5 | -0.5 | -0.8 | 2 | 5.9 | -5
COc1cccc(C2CN(c3ccc(F)cc3F)N=C2c2cccs2)c1OC (stereo unspecified) | 75 | 25 | 38 | 42 | -0.8 | -0.7 | · | 0.7 | -14
Cc1csc(NC(=O)CSc2nncn2C)n1 | -1 | 1 | 0 | 9 | -0.7 | 0.5 | 19 | 0.4 | 5
CC(C)(C)c1[nH]ncc1[N+](=O)[O-] | 1 | 1 | 27 | 6 | 2.0 | 0.7 | 3 | 0.9 | -6
CCCC(=O)OCCNc1cc(SCCC(=O)OC)c2nonc2c1[N+](=O)[O-] | 2 | 2 | 2 | 1 | -0.4 | -0.6 | 6 | -0.4 | -1
COc1ccc(/C=N/Nc2nnc(-c3ncc[nH]3)c3ccccc23)cc1 | -3 | -1 | 0 | -12 | -3.1 | -0.7 | 13 | 0.3 | 4
O=C(COc1ccc(-c2ccccc2)cc1)NNC(=O)NC1CCCCC1 | -2 | 0 | 18 | -51 | 3.9 | 0.8 | 6 | 5.5 | 0
COC(=O)C1Cc2c([nH]c3ccccc23)CN1 (stereo unspecified) | -3 | -3 | 0 | 6 | -4.4 | -0.4 | 4 | -0.2 | -13
O=[N+]([O-])c1ccc(N2CCN(CCO)CC2)c2ncccc12 | -6 | 2 | 2 | -3 | 3.8 | 0.7 | 6 | 1.0 | -2
CC(=O)Nc1ccc(S(=O)(=O)NC(CC(=O)NCCC2=CCCCC2)C(C)C)cc1 (stereo unspecified) | -2 | -1 | 2 | -1 | -1.5 | 0.0 | 2 | -0.1 | -4
CN(C)CCCNC(=O)c1cc(C(=O)Cc2ccccc2)c[nH]1 | 0 | -2 | -4 | -8 | 1.9 | 0.6 | 7 | 2.7 | -2
C=CCC(C(=O)OC)(C(=O)OC)c1ccc([N+](=O)[O-])cc1[N+](=O)[O-] | -3 | 4 | 7 | 25 | -0.9 | 0.8 | 9 | -0.5 | -4
O=C(CSc1nncs1)NCc1ccc(F)cc1 | 0 | -1 | 0 | 25 | 0.2 | 2.3 | 2 | 2.9 | 1
